Source: PubChem (The Scripps Research Institute Molecular Screening Center)
TEAD-YAP block: TEAD-YAP interaction inhibition; hit rate 1.4% among 640,000; inhibition, % at 9.12 µM; AID 1259422; HEK-TIYL cells, TEAD-Gal4/YAP UAS-luciferase luminescence; in the data active = inhibition above about 32%;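 note: 0% = median of test compound wells and 100% = reference inhibitor wells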
MITF inh: inhibitors of human MITF. O75030. AlphaScreen MITF homodimerization, bead proximity signal. inhibition, % at 2.6 µM. hit rate 0.91% among 650,000. AID 1259374; in the data active = inhibition above about 50%;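 note: 0% = vehicle wells with protein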
FBW7 activator: activators of human E3 ligase FBW7; Q969H0; AlphaScreen FBW7–phospho-cyclin E peptide binding, activator screen; normalized activity (activation), % at 26.1 µM; hit rate 0.13% among 650,000; AID 1259310; in the data active = normalized activity above about 1.9%;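 note: purified mutant Fbw7 with reduced substrate affinity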
Target sequence (Q969H0 whole entry, looked up): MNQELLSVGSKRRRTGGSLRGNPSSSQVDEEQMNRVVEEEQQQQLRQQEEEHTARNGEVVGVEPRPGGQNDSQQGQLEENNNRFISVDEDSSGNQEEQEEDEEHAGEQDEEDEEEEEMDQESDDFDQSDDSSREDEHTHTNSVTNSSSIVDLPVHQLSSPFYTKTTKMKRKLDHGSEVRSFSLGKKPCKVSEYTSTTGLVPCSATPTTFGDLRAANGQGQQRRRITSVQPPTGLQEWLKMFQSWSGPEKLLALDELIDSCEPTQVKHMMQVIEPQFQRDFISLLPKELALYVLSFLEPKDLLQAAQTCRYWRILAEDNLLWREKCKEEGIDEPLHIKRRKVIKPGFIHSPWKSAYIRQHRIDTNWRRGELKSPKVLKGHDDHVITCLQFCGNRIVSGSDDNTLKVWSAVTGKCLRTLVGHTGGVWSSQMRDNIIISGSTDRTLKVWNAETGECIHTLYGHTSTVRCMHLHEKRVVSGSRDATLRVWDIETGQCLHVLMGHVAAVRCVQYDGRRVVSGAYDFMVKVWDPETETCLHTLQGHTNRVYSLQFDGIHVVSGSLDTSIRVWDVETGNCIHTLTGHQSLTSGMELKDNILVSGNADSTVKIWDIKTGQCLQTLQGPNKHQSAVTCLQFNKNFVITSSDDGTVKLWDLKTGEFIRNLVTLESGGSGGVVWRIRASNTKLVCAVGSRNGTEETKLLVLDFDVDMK
GPR151 ag: activates the human receptor GPR151; Q8TDV0; PathHunter beta-arrestin GPR151 cells, luminescence; activation, % at 11.2 µM; hit rate 1% among 650,000; AID 1508602; in the data active = activation above about 4.9%;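 note: 0% = median of compound wells and 100% = cells with positive control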
Target sequence (Q8TDV0 whole entry, looked up): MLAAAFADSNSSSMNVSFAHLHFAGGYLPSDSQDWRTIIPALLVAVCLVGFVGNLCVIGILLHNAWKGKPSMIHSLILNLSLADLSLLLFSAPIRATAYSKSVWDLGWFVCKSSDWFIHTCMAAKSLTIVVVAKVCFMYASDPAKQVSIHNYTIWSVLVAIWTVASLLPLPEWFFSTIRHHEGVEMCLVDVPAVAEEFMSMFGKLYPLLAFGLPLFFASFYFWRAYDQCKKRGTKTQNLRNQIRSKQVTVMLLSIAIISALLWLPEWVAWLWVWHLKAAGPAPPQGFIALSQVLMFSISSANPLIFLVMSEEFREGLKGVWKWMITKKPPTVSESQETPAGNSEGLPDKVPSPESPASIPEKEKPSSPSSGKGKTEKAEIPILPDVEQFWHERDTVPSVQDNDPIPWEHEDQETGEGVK
An asterisk follows results filed as active; / = no result given.

SMILES	TEAD-YAP block	MITF inh	FBW7 activator	GPR151 ag
COc1cc(/C=c2\sc3nc4ccccc4n3c2=O)ccc1OC(=O)c1ccc(Cl)cc1	10	5	0.1	-0.5
CCC(C)NC(=O)CN(C)S(=O)(=O)c1ccc(Cl)cc1 (centres undefined)	-7	7	0.1	-0.3
O=c1oc2c(ccc3c(O)cccc32)c2c1CCCC2	45*	13	0.9	-2.0
CCC(C)C(=O)C(=O)N1CCc2c(C(=O)OC)c(OCc3ccccn3)cc(=O)n2CC1 (centres undefined)	-5	26	0.1	-0.2
C=CCC(=O)N1CCC(C(=O)Nc2ccc(-c3nc4ccccc4o3)cc2)CC1	-34	4	0.1	4.2
O=C(Nc1cccc2c(-c3ccccc3)ccnc12)C1CC1	-59	5	0.0	-0.3
Cc1ccccc1OCC(O)Cn1c(NCc2ccccc2)nc2c1c(=O)n(C)c(=O)n2C (centres undefined)	-3	-3	-0.3	0.6
O=C(Nc1ccc2oc(-c3ccc(F)cc3Cl)nc2c1)c1ccco1	-45	2	0.1	0.5
Cc1ccc(CNCc2c(C(=O)N(C)CCc3ccccc3)nc3sccn23)cc1	-11	-11	0.1	1.1
O=C(Nc1ccc(-c2nc3cccnc3s2)cc1)c1ccccc1	-48	-3	0.2	-2.6
CCOc1ccc(C(=O)Nc2nnc(SCC(=O)Nc3cc(C)ccc3C)s2)cc1	-10	15	0.3	0.5
O=C1[C@H]2[C@H]3[C@H](O)[C@H](O)C/C(=N\OCc4ccccc4)[C@@H]3CC[C@H]2C(=O)N1C[C@@H]1CCCO1	/	-25	0.0	-2.5
COc1ccc(-c2c(OC(=O)COc3ccc(C)cc3)ccc3oc(=O)sc23)cc1	6	9	-0.4	1.6
O=S(=O)(c1cc2ccccc2s1)N1CCC(CO)(CC2CCCCO2)CC1 (centres undefined)	-3	-2	-0.1	-1.4
CSc1nn2c(C)c(C)c(C)nc2c1C#N	0	-3	-0.1	2.2
Cc1ccc2nc(NC(=O)C3(c4cccs4)CCOCC3)sc2c1	-1	2	-0.2	-0.5
CCNC(=O)c1cc2c(=O)n3ccccc3nc2n(CCO)c1=N	-2	13	0.0	-2.4
COc1cccc(CN[C@H]2C[C@H]3C(=O)N[C@@H](Cc4ccccc4)C(=O)N3C2)c1	-12	-15	0.0	2.2
Cc1cc2nn(CN(C)CC(=O)Nc3cccc(F)c3)c(=S)n2c2ccccc12	6	7	0.1	-0.4
C=CCNC(=O)/C(=C\c1ccncc1)NC(=O)c1ccccc1	11	14	0.3	0.0
COc1ccc(CN2CCC(N3CCCCC3)CC2)c(OC)c1C	0	41	0.1	0.4
CC(C)c1ccccc1OCC(=O)Nc1ccc(S(=O)(=O)NC(C)(C)C)cc1	8	6	-0.1	-1.2
Cc1ccccc1-c1cnnc(NCc2n[nH]c3c2CCCCC3)n1	-5	20	0.3	-1.5
O=C1CCSc2c1cccc2C(=O)Nc1ccc(F)c(Cl)c1	-25	18	0.5	-3.2
Cc1cc(=O)oc2cc(Oc3nnnn3-c3ccccc3)ccc12	14	-9	-0.1	0.4
CC[C@@H](Cn1nc(-c2ccc(F)c(F)c2)ccc1=O)NC(=O)C1CC1	-4	2	0.3	0.5
O=C(NC1CCN(Cc2ccccc2)CC1)c1cc(Nc2ccc(N3CCOCC3)cc2)nc2ccccc12	-3	0	-0.2	-1.7
CCOC(=O)c1c(NC(=O)/C=C/c2ccc(F)cc2)sc2c1CC(C)(C)OC2	0	12	0.7	-2.5
OC1CCN(c2ccnc3c(-c4ccc(F)cc4)cnn23)CC1	-52	-10	-0.5	-0.8
CCCOc1ccc(Oc2nc(N(CC)CC)nc(N3CCOCC3)n2)nn1	-9	6	-0.2	-0.8
O=C(Nc1cc(F)ccc1F)N1CCN(c2ccc(-c3ccco3)nn2)CC1	-8	8	-0.1	0.2
COc1ccc(/C=N\NC(=O)c2ccccn2)c(OC)c1	-37	10	-0.1	-1.5
O=C1N=C(N2CCN(c3ccccc3)CC2)S/C1=C/c1ccc(O)cc1	-6	-4	0.0	-0.1
Cc1nc([N+](=O)[O-])cn1CC(=O)NCCCO	-25	0	0.1	1.5
CN(Cc1ccco1)C(=O)CN1C(=O)NC2(CCc3ccccc32)C1=O (centres undefined)	-7	2	0.0	-1.2
Cc1cc(C)c2c(c1)cc(C)c1nn(Cc3cscn3)c(=O)n12	-18	-11	-0.2	-0.4
O=C(CCc1csc2nc(-c3ccc(Cl)cc3)cn12)N1CCc2ccccc2C1	-11	0	0.0	-0.9
COc1ccc(S(=O)(=O)Cc2ccccc2)cc1NC(C)=O	7	8	-0.1	0.4
CC(C)(C)c1ccc(CNC(=O)c2ccccc2Cl)cc1	-3	14	-0.1	1.9
CC1=NN(c2ccccc2)C(=O)/C1=N\OCC(=O)N1CCc2ccccc21	8	15	-0.1	-0.8
COc1ccccc1NC(=O)CCCOc1cc(=O)n(C)c2ccccc12	2	3	0.1	0.5
NS(=O)(=O)c1ccc(CNc2ccc3ncc(-c4cccc(Cl)c4)n3n2)cc1	-16	16	-0.4	0.4
O=C(CSCc1ccc(Cl)cc1)N/N=C/c1ccc(Br)o1	-6	-3	0.0	0.7
CCc1ccccc1NC(=O)c1sc2nc3c(cc2c1N)C(=O)CCC3	54*	8	0.1	-0.7
O=C(c1ccco1)N1CCN(C(=O)c2cnn(-c3ccccc3)c2-n2cccc2)CC1	-8	9	0.7	0.3
CC(=O)OCCCNc1cc(SC2CCCCC2)c2nonc2c1[N+](=O)[O-]	1	2	0.1	0.4
Cc1nc(SCC(=O)c2ccc(C)c(C)c2)n[nH]1	-31	-8	-0.1	2.2
O=C(CSc1cn(Cc2cccc(F)c2)c2ccccc12)Nc1ccccc1C(F)(F)F	10	-9	0.0	1.7
Nc1cc(=O)[nH]c(SCc2cn3ccccc3n2)n1	0	-4	-0.1	5.4*
CCCCCCOc1ccc(NS(=O)(=O)c2ccc(OC)cc2)cc1	-3	-5	0.1	1.5
COc1ccc(S(=O)(=O)NCC2CCCN(Cc3ccccn3)C2)cc1 (centres undefined)	-11	21	0.1	-3.1
Cc1onc(-c2c(F)cccc2Cl)c1C(=O)NCC1COc2ccccc2O1 (centres undefined)	1	13	0.2	1.4
CC(=O)c1ccc(NC(=O)c2ccc(CSc3nc(N)cc(N)n3)cc2)cc1	-20	-11	1.0	-0.7
COc1cccc(OC)c1C(=O)OCC(=O)NC1CCCCC1C (centres undefined)	-3	-2	-0.2	0.5
COc1ccc(CC2(CO)CCN(Cc3cccc(O)c3)CC2)cc1	-4	-22	0.1	-1.0
N#CCSc1nc2cc(C(=O)NCc3ccccc3Cl)ccc2c(=O)n1-c1ccccc1	13	2	0.1	-1.6
CCCCSc1nc(C)c(C(C)=O)cc1C#N	-3	9	0.1	-0.3
C/C(Cc1c[nH]c2ccccc12)=N\NC(=O)C(O)(c1ccccc1)c1ccccc1	-2	-12	0.0	-1.9
O=C(COc1ccccc1)Nc1ccc(N2CCC(NCc3cccs3)CC2)cc1	-9	4	-0.1	-0.6
CCOc1cccc(C(=O)Nc2cc(C)c(C)cc2O)c1	-50	-1	0.0	-2.2

Whole records, looked up by structure.
`COc1ccc(CC2(CO)CCN(Cc3cccc(O)c3)CC2)cc1` in the list: TEAD-YAP block = -4; MITF inh = -22; FBW7 activator = 0.1; GPR151 ag = -1.0
`C/C(Cc1c[nH]c2ccccc12)=N\NC(=O)C(O)(c1ccccc1)c1ccccc1` in the list: TEAD-YAP block = -2; MITF inh = -12; FBW7 activator = 0.0; GPR151 ag = -1.9

Next results.
SMILES	TEAD-YAP block	MITF inh	FBW7 activator	GPR151 ag
CC(C)NC(=O)C1CCN(Cc2cc(Cl)ccc2O)CC1	-5	30	0.4	-0.7
CCCOc1cccc(C(=O)Nc2ccc(C(=O)OC)cc2)c1	-22	6	0.3	2.3
Cc1cc(Nc2ccc(F)cc2)n2cnnc2n1	9	10	-0.3	9.6*
CC(Nc1c(-c2ccccc2)c(=O)c1=O)c1ccccc1 (centres undefined)	40*	0	-0.2	-2.0
COc1ccc(-c2nnc(COc3ccc4ccccc4c3)o2)cc1OC	2	37	0.5	-0.8
CCC(=O)NC(C)C(c1cccs1)N1CCN(Cc2ccccc2)CC1 (centres undefined)	4	2	0.1	2.0
CN(C(=O)n1nnc2ccccc21)c1ccccc1	44*	6	0.1	-0.3
CCCCn1c(CNC(=O)c2cc(OC)cc(OC)c2)nnc1SCC(=O)Nc1sc2c(c1C(=O)OCC)CCCC2	8	4	0.4	-0.8
Cc1ccccc1NC(=O)c1ccc(C(=O)O)cc1C(=O)O	5	2	-0.1	1.8
CC(C)Sc1nc2sc3c(c2c(=O)n1-c1ccccc1)CCC3	-2	-1	0.0	-1.2
CCN1CCN(c2nc3ccc(OC(=O)COc4ccccc4)cc3s2)CC1	-34	11	0.0	-2.1
Cc1cc(NC(=O)C2CCCCC2)cc(C)c1O	-29	-9	0.4	-1.0
O=C(Cn1ncc2c1-c1ccccc1OC2)NCCc1c[nH]c2ccccc12	10	9	-0.1	0.4
CCOC(=O)c1nc(NCc2cccc(OC)c2)c2ccccc2n1	1	10	0.1	-0.4
CCc1cc2c(=O)n(-c3ccccc3)c(SCC(=O)c3ccc(Cl)c(Cl)c3)nc2s1	3	-9	-0.2	-1.1
COCCNC(=S)Nc1cccc(C(=O)OC)c1	2	6	-0.1	1.9
COC(=O)/C(=C1\Nc2ccc([N+](=O)[O-])cc2N1)[N+](=O)[O-]	-7	16	0.5	-5.1
N#CC1=C(N)Oc2cc(O)ccc2C1c1ccncc1 (centres undefined)	-16	-12	-0.1	-0.2
O=C(CN1CCCC1)c1cc2ccccc2o1	0	0	-0.2	0.3
CCOC(=O)c1cccc(NC(=O)N2CCC(CN3CCc4ccccc4C3)CC2)c1	4	-10	-0.1	0.1

Another view of part of the listing above:
Values in the order – TEAD-YAP block | MITF inh | FBW7 activator | GPR151 ag
CCCCn1c(CNC(=O)c2cc(OC)cc(OC)c2)nnc1SCC(=O)Nc1sc2c(c1C(=O)OCC)CCCC2
  8 | 4 | 0.4 | -0.8
CCOC(=O)c1cccc(NC(=O)N2CCC(CN3CCc4ccccc4C3)CC2)c1
  4 | -10 | -0.1 | 0.1
CCc1cc2c(=O)n(-c3ccccc3)c(SCC(=O)c3ccc(Cl)c(Cl)c3)nc2s1
  3 | -9 | -0.2 | -1.1
Cc1cc(NC(=O)C2CCCCC2)cc(C)c1O
  -29 | -9 | 0.4 | -1.0
CC(Nc1c(-c2ccccc2)c(=O)c1=O)c1ccccc1 (centres undefined)
  40* | 0 | -0.2 | -2.0

More results follow.
SMILES	TEAD-YAP block	MITF inh	FBW7 activator	GPR151 ag
CCc1ccccc1NC(=O)c1c(C(=O)Nc2ccccc2)sc2nc(C)cc(=O)n12	-5	-10	0.1	-0.5
COc1ccc(NC(=O)CN(c2ccc(F)c(Cl)c2)S(C)(=O)=O)cc1Cl	0	-5	0.2	0.3
O=C(O)c1ccc(N=c2oc3cc(O)ccc3cc2C(=O)Nc2ccc(F)c(Cl)c2)cc1	0	12	-0.1	0.0
Cc1cn(CNC(=O)c2ccccc2)c(=O)[nH]c1=O	4	21	0.6	0.4
Cc1cc(C)nc(N2CCCC(C(=O)NCCC3=CCCCC3)C2)n1 (centres undefined)	5	3	0.0	-0.8
O=C1CCCN1CCCNc1cc(Nc2ncccn2)ncn1	0	10	0.3	-0.1
CN(C)c1ccccc1C(=O)NCC1CCC2(CCN(CCCc3ccccc3)CC2)O1 (centres undefined)	5	11	0.3	0.3
CCCc1ccc(-c2ccc(OC(F)F)cc2)nc1	-67	10	0.1	-1.3
O=C(Cn1nnc(-c2ccccc2)n1)Nc1ccc2c(c1)OCO2	-1	23	0.3	-0.2
Cc1ccccc1CN1CCN(Cc2ccccc2C(F)(F)F)CC1	0	80*	0.5	-1.5
COc1ccc(CN2CCC3(CC2)NC(=O)c2ccccc2O3)c(OC)c1	-9	-15	0.0	-1.0
COc1ccc(C2Nc3ccccc3C(=O)N2Cc2ccccc2)cc1Cn1cc([N+](=O)[O-])cn1 (centres undefined)	3	-1	-0.3	0.2
Cc1cccc(NC(=O)c2ccc(N3CC4CC(C3)c3cccc(=O)n3C4)c(NC(=O)Cc3c(F)cccc3Cl)c2)n1 (centres undefined)	-23	13	0.6	-0.8
O=[N+]([O-])c1ccc(S(=O)(=NS(=O)(=O)c2ccccc2)Nc2ccccc2)cc1 (centres undefined)	5	16	-0.1	2.6
CCN(C(C)=O)c1nc2ccccc2s1	-21	-5	0.5	1.8
Cc1ccsc1C1C(C(=O)O)c2ccccc2C(=O)N1C (centres undefined)	3	2	0.1	-1.2
Cc1nn(CC(=O)NCc2cccc(Br)c2)c(=O)c2cc3occc3n12	5	13	0.1	-0.1
O=S(=O)(Nc1cc(Cl)c(O)c(Br)c1)c1ccccc1	-2	-1	0.0	-2.1
Cc1cc2cc(CN(CCO)C(=O)c3ccccc3)c(=O)[nH]c2cc1C	0	13	-0.1	0.3
O=C(COc1ccc(-c2ccccc2)cc1)N/N=C/c1ccncc1	-2	-11	0.0	0.3
COc1ccc(C2CC(=O)c3c(ccc4ccccc34)N2)cc1 (centres undefined)	0	11	0.0	-1.2
FC(F)(F)c1ccc(Cn2cnc3c(NC4CC4)nc(Nc4ccccc4)nc32)cc1	35*	16	0.2	-0.6
COc1cccc(-c2nc(CS(=O)(=O)CC(=O)NCc3ccccc3)c(C)o2)c1	4	25	0.2	0.2
O=C1c2cc(Cl)c(Cl)cc2C(=O)N1c1ccccc1	4	7	-0.1	0.3

Three consecutive compounds already listed, for reference:
SMILES	TEAD-YAP block	MITF inh	FBW7 activator	GPR151 ag
Cc1cc2cc(CN(CCO)C(=O)c3ccccc3)c(=O)[nH]c2cc1C	0	13	-0.1	0.3
O=C(COc1ccc(-c2ccccc2)cc1)N/N=C/c1ccncc1	-2	-11	0.0	0.3
COc1ccc(C2CC(=O)c3c(ccc4ccccc34)N2)cc1 (centres undefined)	0	11	0.0	-1.2
